HIF-2a block = HIF-2a reporter inhibitors, primary screen, luminescence, 786-0 RCC cells | 786-0 RCC cells HIF-2a reporter, luciferase luminescence, overnight | inhibition, % at 18.8 µM | 360,000 tested, 0.72% active | AID 624352, 2012;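 active = inhibition of the luminescence signal of 40% or more relative to plate controls, in a single-dose primary screen at 18.75 µM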
aDG glyco up = activators of alpha-DG glycosylation, primary screen, uHTS, Pro5-aDG cells, AlphaScreen | alpha-DG glycosylation AlphaScreen (IIH6); 0% Pro5, 100% B10-LARGE cell signal | activation, % at 10 µM | 360,000 tested, 0.22% active | AID 624168, 2012;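 active = activation of at least 8% versus controls, or a plate z-score of at least 8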;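 note: Pro5 are CHO cells carrying HIG-tagged alpha-DG that lacks glycosylation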
Peg3 promoter = Peg3 promoter-driven luciferase inhibitors, primary screen, cell-based, HeLa, luciferase luminescence | AID 588405, 2011 | HeLa PEG-Prom luciferase reporter, overnight | 360,000 tested, 1.7% active | inhibition, % at 20 µM;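 active = inhibition of at least 50% at 20 µM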
TWEAK-Fn14 inh = inhibitors of TWEAK-Fn14 signaling, primary screen, luciferase reporter cells, uHTS. TWEAK-stimulated Fn14 reporter cells, luciferase luminescence, 8 h. inhibition, % at 10 µM. 360,000 tested, 2% active; in the data active = inhibition above about 50%
TRPM1 prom inh = inhibitors of MITF-dependent TRPM1 promoter reporter, primary screen, cell-based, SK-MEL-5, single point, luciferase; AID 488899, 2010; SK-MEL-5 TRPM1 promoter luciferase, 24 h; 330,000 tested, 0.83% active; inhibition, % at 12.5 µM;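 active = mean inhibition across replicates of 60% or more, whatever share of single replicates reaches that level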; note: values of inactives mirror those of a sister screen read the other way
NR2E3 ag-1 = inhibitors of NR2E3-RetCOR corepressor binding, primary screen, NR2E3 agonist project, biochemical, TR-FRET, GST-NR2E3, biotin-RetCOR; AID 2300, 2010; 1536-well; inhibition of corepressor binding, % at 4.78 µM; Photoreceptor-specific nuclear receptor (Homo sapiens), Q9Y5X4; 320,000 tested, 0.12% active;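 active = percent inhibition above the cutoff of mean plus 3 SD of all tested compounds, set per screening campaign, cut at about 20% in these data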;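 note: 0% = DMSO wells and 100% = biotin wells as full block of FRET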
Target sequence (Q9Y5X4 whole entry, looked up): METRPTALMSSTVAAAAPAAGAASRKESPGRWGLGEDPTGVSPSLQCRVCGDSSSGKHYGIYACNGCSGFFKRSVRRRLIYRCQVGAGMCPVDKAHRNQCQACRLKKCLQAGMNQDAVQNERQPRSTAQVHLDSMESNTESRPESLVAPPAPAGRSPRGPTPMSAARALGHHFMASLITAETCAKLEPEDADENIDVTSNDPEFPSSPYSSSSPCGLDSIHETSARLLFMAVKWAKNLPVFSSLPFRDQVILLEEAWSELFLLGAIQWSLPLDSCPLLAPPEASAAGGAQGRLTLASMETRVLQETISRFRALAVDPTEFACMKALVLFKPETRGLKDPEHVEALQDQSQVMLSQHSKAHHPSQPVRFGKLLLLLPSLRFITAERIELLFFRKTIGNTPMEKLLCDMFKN
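System: GST-tagged NR2E3 plus biotinylated RetCOR corepressor; Amount: 1.35 nM GST-tagged NR2E3 final; Dosing: single nominal compound dose of 4.8 µM; Schedule: 5 h incubation at 4 °C; Technique: TR-FRET with europium anti-GST and streptavidin-D2, 340 nm excitation; Controls: biotin wells as high control, 0.6% DMSO wells as low control.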
Shn3 inh set2 = reduction of Shn3 3'UTR firefly luciferase signal, primary screen, Schnurri-3 inhibitor project, cell-based, Clone20 osteoblasts, set 2; 360,000 tested, 0.52% active; inhibition, % at 12.5 µM; Clone20 osteoblast Shn3 3'UTR firefly luciferase, 24 h; AID 588674, 2011;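 active = mean inhibition of at least 75% with every replicate also reaching 75%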;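 note: 0% = median of neutral control wells and 100% = pilot-screen positive control compound; some compounds past the cut are filed as inactive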
CF NFkB block = inhibitors of PAF-induced NF-kB signaling, primary screen, cell-based, GFP fluorescence, uHTS | inhibition, % at 5 µM | AID 588850, 2011 | KKLEB NF-kB-GFP reporter, GFP fluorescence overnight | 360,000 tested, 0.86% active;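 active = at least 50% inhibition at 5 µM, scaled per plate between neutral and stimulator controls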;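 note: PAF is a Pseudomonas aeruginosa culture filtrate used as stimulus; plate controls were PAF-stimulated DMSO wells for no effect and unstimulated DMSO wells for full effect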
NR2E3 ag-2 = NR2E3 agonists in two-hybrid cells, primary screen, cell-based, luminescence, CHO-S, Gal4-NCOR/VP16-NR2E3; luciferase; inhibition of corepressor binding, % at 3.98 µM; 360,000 tested, 0.35% active; AID 602229, 2012;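 active = inhibition above the mean of all tested compounds plus 3 SD, cut at about 70% in these data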;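 note: 0% = DMSO with NR2E3 transfected cells and 100% = cells lacking NR2E3 construct; higher means lower luciferase signal from less NR2E3 corepressor binding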
iPSC survival up = enhancers of single-cell hiPSC survival, primary screen, ATPlite luminescence; 100% = ROCK inhibitor wells, 0% = DMSO; survival enhancement, % at 20 µM; 360,000 tested, 0.044% active; AID 602274, 2012; in the data active = survival enhancement above about 18%;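 note: cells exposed to compounds for 16 hours before the ATP read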
KKLEB cytotox = cytotoxicity in KKLEB CF airway cells, primary screen, cytotoxicity control for CF NF-kB inhibitor project, cell-based, uHTS, fluorescence assay plates; activity change (cytotoxicity), % at 5 µM; 360,000 tested, 0.36% active; KKLEB CF airway cells viability, ATPlite luminescence, overnight; stronger effect = lower value; cells stimulated with P. aeruginosa culture filtrate;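 active = corrected activity change at or below -50% at 5 µM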
The depositor's hits bear a star.

How did COc1c(C)cc(C(=O)C2CCCN(C(=O)c3ccoc3)C2)cc1C (centres undefined) do in these assays?
HIF-2a block: -12.7; aDG glyco up: -0.2; Peg3 promoter: -2.7; TWEAK-Fn14 inh: -8.3; TRPM1 prom inh: -7.7; NR2E3 ag-1: 2.1; Shn3 inh set2: -2.1; CF NFkB block: -12.3; NR2E3 ag-2: -12.1; iPSC survival up: 0.0; KKLEB cytotox: 9.0

Results for COc1ccc(S(=O)(=O)N2CCC(C(=O)NCC(=O)Nc3c(C)cccc3C)CC2)cc1OC ?
HIF-2a block: 0.3; aDG glyco up: -0.1; Peg3 promoter: 6.1; TWEAK-Fn14 inh: -9.2; TRPM1 prom inh: 1.6; Shn3 inh set2: -12.5; CF NFkB block: 1.1; NR2E3 ag-2: -9.5; iPSC survival up: 0.8; KKLEB cytotox: 4.9

What do the screens show for `CSc1nc(C)cc(Oc2ccc(OCC(N)=O)nn2)n1`?
HIF-2a block: 11.7; aDG glyco up: -0.6; Peg3 promoter: -10.3; TWEAK-Fn14 inh: 9.1; TRPM1 prom inh: 1.5; NR2E3 ag-1: 0.3; Shn3 inh set2: 3.7; CF NFkB block: 13.8; NR2E3 ag-2: -16.0; iPSC survival up: -0.7; KKLEB cytotox: -11.1

How did O=C(Nc1nc2ccc([N+](=O)[O-])cc2s1)c1c(F)cccc1F do in these assays?
HIF-2a block: -185.6; aDG glyco up: 0.1; Peg3 promoter: -186.2; TWEAK-Fn14 inh: 21.1; TRPM1 prom inh: -22.3; NR2E3 ag-1: 1.2; Shn3 inh set2: -16.7; CF NFkB block: -0.6; NR2E3 ag-2: -3.2; iPSC survival up: 0.1; KKLEB cytotox: 5.8

How did CC(=O)c1c(C)[nH]c(C(=O)CSc2nc3ccccc3c(=O)n2CCCN2CCOCC2)c1C do in these assays?
HIF-2a block: 12.8; aDG glyco up: -0.2; Peg3 promoter: 20.0; TWEAK-Fn14 inh: 33.1; TRPM1 prom inh: 2.5; NR2E3 ag-1: -0.9; Shn3 inh set2: 28.6; CF NFkB block: -1.4; NR2E3 ag-2: -6.4; iPSC survival up: 0.7; KKLEB cytotox: 12.5

Results for CCOC(=O)Cc1cc(=O)n2[nH]cc(-c3cccc(Br)c3)c2n1 ?
HIF-2a block: 21.3; aDG glyco up: -0.2; Peg3 promoter: 22.0; TWEAK-Fn14 inh: -2.1; TRPM1 prom inh: -3.9; NR2E3 ag-1: -0.8; Shn3 inh set2: 4.9; CF NFkB block: -16.5; NR2E3 ag-2: 6.6; iPSC survival up: 1.5; KKLEB cytotox: 0.9

What do the screens show for `COc1ccc(C(CNC(=O)c2ccc(OC)c(S(=O)(=O)N3CCCC3)c2)N2CCCC2)cc1` (centres undefined)?
HIF-2a block: 12.2; aDG glyco up: -0.1; Peg3 promoter: 15.5; TWEAK-Fn14 inh: -34.7; TRPM1 prom inh: -4.8; NR2E3 ag-1: -0.5; Shn3 inh set2: 14.8; CF NFkB block: -7.6; NR2E3 ag-2: 31.6; iPSC survival up: 0.0; KKLEB cytotox: 2.8

What do the screens show for `CCOC(=O)C1C(=O)C=C(c2ccc(C)cc2)CC1c1ccco1` (centres undefined)?
HIF-2a block: -170.1; aDG glyco up: -0.2; Peg3 promoter: -44.8; TWEAK-Fn14 inh: -10.4; TRPM1 prom inh: -35.1; NR2E3 ag-1: -1.2; Shn3 inh set2: -29.4; CF NFkB block: -17.3; NR2E3 ag-2: -64.2; iPSC survival up: 0.8; KKLEB cytotox: -1.3

What do the screens show for `CC1(C(=O)NS(=O)(=O)c2cccc(Cl)c2)CCN1C(=O)C1(c2ccccc2)CC1` (centres undefined)?
HIF-2a block: 3.3; aDG glyco up: 0.1; Peg3 promoter: -3.0; TWEAK-Fn14 inh: 0.3; Shn3 inh set2: -10.8; CF NFkB block: 13.1; NR2E3 ag-2: -30.2; iPSC survival up: 0.5; KKLEB cytotox: 9.2

How did COc1ccc(NC(=O)c2ccccc2SC)c(OC)c1 do in these assays?
HIF-2a block: -17.8; aDG glyco up: 0.9; Peg3 promoter: -8.9; TWEAK-Fn14 inh: 2.5; TRPM1 prom inh: -14.2; NR2E3 ag-1: 5.0; Shn3 inh set2: -4.3; CF NFkB block: 0.9; NR2E3 ag-2: -7.2; iPSC survival up: 1.8; KKLEB cytotox: -6.5

How did C=CCn1c(CSCc2ccc(C)cc2)nnc1SCC(=O)NCc1ccccc1 do in these assays?
HIF-2a block: 9.1; aDG glyco up: 0.0; Peg3 promoter: 9.5; TWEAK-Fn14 inh: 73.9*; TRPM1 prom inh: 6.3; NR2E3 ag-1: 0.4; Shn3 inh set2: -18.4; CF NFkB block: -21.9; NR2E3 ag-2: 1.7; iPSC survival up: 2.0; KKLEB cytotox: 8.6

How did Cc1ccc(C2CC(c3cccs3)=NN2C(=O)c2ccc(Br)o2)cc1 (centres undefined) do in these assays?
HIF-2a block: -89.5; aDG glyco up: -0.3; Peg3 promoter: -19.7; TWEAK-Fn14 inh: -11.6; TRPM1 prom inh: -15.3; NR2E3 ag-1: -1.0; Shn3 inh set2: 18.0; CF NFkB block: -11.5; NR2E3 ag-2: -30.7; iPSC survival up: 1.4; KKLEB cytotox: 4.6

What do the screens show for `NC(=O)c1ccc(NC(=O)COC(=O)c2ccc(Br)c(S(=O)(=O)N3CCOCC3)c2)cc1`?
HIF-2a block: -2.8; aDG glyco up: 0.0; Peg3 promoter: -7.2; TWEAK-Fn14 inh: -17.1; TRPM1 prom inh: -9.4; Shn3 inh set2: 5.7; CF NFkB block: 8.2; NR2E3 ag-2: -2.7; iPSC survival up: 0.4; KKLEB cytotox: 5.3

What do the screens show for `CC(=O)c1c(C)[nH]c(C(=O)OCC(=O)Nc2ccc([N+](=O)[O-])cc2Cl)c1C`?
HIF-2a block: 24.8; aDG glyco up: -0.3; Peg3 promoter: 12.1; TWEAK-Fn14 inh: -8.5; TRPM1 prom inh: -2.2; NR2E3 ag-1: -0.2; Shn3 inh set2: 15.8; CF NFkB block: -4.9; NR2E3 ag-2: -6.7; iPSC survival up: 0.5; KKLEB cytotox: -12.6

How did S=c1c2[nH]cnc2ncn1CCSc1ncnc2nc[nH]c12 do in these assays?
HIF-2a block: 14.0; aDG glyco up: 0.0; Peg3 promoter: 6.0; TWEAK-Fn14 inh: 6.5; TRPM1 prom inh: -8.0; Shn3 inh set2: 4.8; CF NFkB block: 3.4; NR2E3 ag-2: 11.9; iPSC survival up: 0.6; KKLEB cytotox: 12.4

Results for CC(O)(CS(=O)(=O)Cc1ccccc1Cl)C(=O)Nc1cccc(C(F)(F)F)c1 (centres undefined) ?
HIF-2a block: 27.7; aDG glyco up: -0.2; Peg3 promoter: 19.8; TWEAK-Fn14 inh: -3.9; TRPM1 prom inh: 9.2; NR2E3 ag-1: 3.1; Shn3 inh set2: -13.2; CF NFkB block: 8.8; NR2E3 ag-2: 8.8; iPSC survival up: -0.9; KKLEB cytotox: 6.3

How did CCCCCCCCCOC(=O)C(CC(=O)O)N1CCOCC1 (centres undefined) do in these assays?
HIF-2a block: 4.5; aDG glyco up: -0.2; Peg3 promoter: 3.8; TWEAK-Fn14 inh: 20.5; TRPM1 prom inh: -8.2; NR2E3 ag-1: 0.4; Shn3 inh set2: 2.5; CF NFkB block: -27.5; NR2E3 ag-2: -5.3; iPSC survival up: -2.9; KKLEB cytotox: 1.3

What do the screens show for `CCc1noc(C)c1C(=O)NNC(=O)c1ccccc1F`?
HIF-2a block: -87.6; aDG glyco up: -0.1; Peg3 promoter: -57.6; TWEAK-Fn14 inh: -70.4; TRPM1 prom inh: -31.6; NR2E3 ag-1: -2.8; Shn3 inh set2: -34.3; CF NFkB block: -11.4; NR2E3 ag-2: -20.1; iPSC survival up: 1.0; KKLEB cytotox: 22.0

How did CCOC(=O)c1sc(C)c2c1NC(C)(c1ccccc1)NC2=O (centres undefined) do in these assays?
HIF-2a block: 13.6; aDG glyco up: 0.1; Peg3 promoter: 26.2; TWEAK-Fn14 inh: 9.2; TRPM1 prom inh: 7.6; NR2E3 ag-1: -1.9; Shn3 inh set2: 9.6; CF NFkB block: 11.9; NR2E3 ag-2: -7.2; iPSC survival up: 0.6; KKLEB cytotox: 5.9

What do the screens show for `CCOc1ccc(NC(=O)c2cc([N+](=O)[O-])ccc2N2CCOCC2)cc1`?
HIF-2a block: -15.3; aDG glyco up: -0.1; Peg3 promoter: 5.5; TWEAK-Fn14 inh: 6.9; TRPM1 prom inh: -0.6; NR2E3 ag-1: 1.9; Shn3 inh set2: -22.2; CF NFkB block: -4.7; NR2E3 ag-2: -23.2; iPSC survival up: 0.1; KKLEB cytotox: -1.8

What do the screens show for `O=c1cnc2ccccc2n1CC1CCCCC1`?
HIF-2a block: -45.8; aDG glyco up: 0.1; Peg3 promoter: -2.6; TWEAK-Fn14 inh: -21.0; TRPM1 prom inh: 4.4; NR2E3 ag-1: -3.1; Shn3 inh set2: -0.9; CF NFkB block: 20.3; NR2E3 ag-2: -28.0; iPSC survival up: 0.1; KKLEB cytotox: -4.4

What do the screens show for `COc1ccc(C2CC(c3ccc(Cl)cc3Cl)Nc3nc(N)nn32)cc1OC` (centres undefined)?
HIF-2a block: 13.3; aDG glyco up: 0.0; Peg3 promoter: 14.2; TWEAK-Fn14 inh: 14.7; TRPM1 prom inh: -10.3; NR2E3 ag-1: -0.4; Shn3 inh set2: -2.8; CF NFkB block: -11.2; NR2E3 ag-2: -11.7; iPSC survival up: 2.2; KKLEB cytotox: -2.2

Results for Cc1ccc(C(C(=O)NC2CCCC2)N(Cc2ccco2)C(=O)CCC(=O)Nc2cc(C)on2)cc1 (centres undefined) ?
HIF-2a block: 6.7; aDG glyco up: 0.3; Peg3 promoter: 6.6; TWEAK-Fn14 inh: 2.1; TRPM1 prom inh: -0.1; NR2E3 ag-1: -1.1; Shn3 inh set2: 0.4; CF NFkB block: -10.8; NR2E3 ag-2: -5.7; iPSC survival up: -3.3; KKLEB cytotox: 1.8

What do the screens show for `N=C1C(c2nc(-c3ccc(Cl)cc3)cs2)=C(O)CN1CCCN1CCOCC1`?
HIF-2a block: -12.2; aDG glyco up: 1.4; Peg3 promoter: 21.9; TWEAK-Fn14 inh: -0.5; TRPM1 prom inh: -21.5; NR2E3 ag-1: 0.7; Shn3 inh set2: -10.6; CF NFkB block: 1.8; NR2E3 ag-2: -2.1; iPSC survival up: 1.7; KKLEB cytotox: -3.5
